Bioassay records (PubChem BioAssay)
NTR1 ag – NTR1-driven beta-arrestin-GFP spot formation – imaging, U2OS cells, high content, primary screen (AID 493036); P30989; agonist mode; activation, % at 20 µM; actives 0.17% (n = 330,000);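 active = activation at or above 40% of the spot to cytoplasm intensity ratio, with at least 20 cells analyzed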;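 note: 0% = DMSO without peptide and 100% = 100 nM NTR1 peptide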
Target sequence (P30989 whole entry, looked up): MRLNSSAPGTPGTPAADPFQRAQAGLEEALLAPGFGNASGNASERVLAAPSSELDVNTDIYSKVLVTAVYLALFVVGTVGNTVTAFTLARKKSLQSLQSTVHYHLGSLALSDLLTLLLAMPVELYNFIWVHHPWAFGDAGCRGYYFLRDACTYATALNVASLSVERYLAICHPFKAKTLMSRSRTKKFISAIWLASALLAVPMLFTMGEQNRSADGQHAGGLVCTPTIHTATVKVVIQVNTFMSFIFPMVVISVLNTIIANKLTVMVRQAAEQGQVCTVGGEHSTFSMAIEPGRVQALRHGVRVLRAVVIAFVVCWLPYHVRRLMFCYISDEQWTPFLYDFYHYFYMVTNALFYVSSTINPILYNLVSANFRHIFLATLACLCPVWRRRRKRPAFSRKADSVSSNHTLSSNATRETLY
KOR beta-arrestin-1 – KOR antagonists, beta-arrestin recruitment, cell-based, luminescence, uHTS (AID 1778) | KOR beta-arrestin recruitment, luminescence, antagonist mode; higher % means a stronger effect | inhibition, % at 10 µM; hits with a dose series show IC50 in µM | actives 0.091% (n = 290,000); note: strong numbers were not always called active
NOD2 inhibition – NOD2 signaling inhibitors, cell-based, luminescence, uHTS, HEK293 (AID 1566); HEK293 NOD2/NF-kB luciferase reporter, luminescence; higher % means a stronger effect; actives 0.63% (n = 290,000); inhibition, % at 4 µM; hits with a dose series show EC50 in µM; note: many of its hits are not listed in these tables
GPR55 beta-arrestin – selective activators of receptor GPR55 – imaging, U2OS cells, beta-arrestin-GFP redistribution, primary screen (AID 1961); activation, % at 10 µM, or EC50 in µM where a hit was titrated; actives 0.048% (n = 290,000); U2OS GPR55 beta-arrestin-GFP redistribution imaging; higher % means a stronger effect;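 active = activation above 40% with more than 50 cells counted in the well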;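 note: U2OS osteosarcoma cells stably expressing GPR55 and beta-arrestin-GFP; plate controls were DMSO negative control for no effect and LPI positive control for full effect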
NOD1 NF-kB reporter – NOD1 signaling inhibitors, primary screen, cell-based, luminescence, uHTS (AID 1578); inhibition, % at 4 µM; hits with a dose series show EC50 in µM; NOD1-driven NF-kB luciferase reporter cells, luminescence; higher % means a stronger effect; actives 1% (n = 290,000); in the data active = inhibition mostly above about 36%, no sharp cut-off; inactive = mostly below about 34%;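 note: HEK-293T reporter cells stimulated with the NOD1 agonist gamma-tri-DAP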
KOR beta-arrestin-2 – kappa opioid receptor activators – cell-based, luminescence, uHTS, primary screen (AID 1777); KOR beta-arrestin recruitment, luminescence; higher % means a stronger effect; activation, % at 10 µM; hits with a dose series show EC50 in µM; actives 0.02% (n = 280,000); in the data active = activation above about 50%, passing the limit was not always enough; note: a part of the inactive calls stands beside numbers as strong as those of hits
TNAP activation fold – human TNAP enzyme activators, primary screen, biochemical, luminescent, no phosphate acceptor, uHTS (AID 1001) | purified TNAP, luminescent activation assay, no phosphate acceptor; higher activation fold means a stronger effect | activation fold at 20 µM, or EC50 in µM where a hit was titrated | actives 0.03% (n = 200,000); in the data active = activation fold from about 3, or a potency from the dose series; inactive = the rest, 99 in 100 with activation fold below about 1.6; note: many of its hits are not listed in these tables
ER stress rescue – rescue of cells from ER stress-induced death, primary screen, 384-well, CSM14.1, thapsigargin, ATP luminescence (AID 1222). 190,000 tested, under 10 active. cellular ATP content (survival), % at 20 µM; hits with a dose series show EC50 in µM. CSM14.1 thapsigargin-induced death rescue, ATP luminescence; higher % means a stronger effect;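 active = EC50 below 50 µM in the dose-response confirmation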;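 note: death triggered by thapsigargin at about 15 µM added after 2 h compound pretreatment; cell ATP read after overnight thapsigargin exposure of roughly 18 to 22 hours; normalized against plate controls of thapsigargin alone and 5% DMSO vehicle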
Yfh1-depleted yeast – mitochondrial function rescue without frataxin homolog – Friedreich's ataxia, plus single-dose screen, dose response (AID 1465) | S. cerevisiae Yfh1-off respiration, WST-1 reduction, 72 h; higher fold induction means a stronger effect | fold induction at 50 µM, or EC50 in µM where a hit was titrated | actives 0.074% (n = 220,000);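 active = fold induction of absorbance versus untreated yeast above a set limit, then at least 30% activation at any dose in follow-up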;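 note: activators that raise dye reduction in frataxin-depleted yeast; strong numbers were not always called active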
NTR1 ag cell count 20 µM – second read-out of NTR1 ag, no call of its own (marks repeat the call); cell count; measured here: cell count, cytotoxicity flag
An asterisk follows results filed as active; i = inactive; · = not tested or not shown. Cut-off read from the data, not from the text of the source, unless noted: active = inhibition above about 50%; inactive = the rest.

The first six entries (preview)
SMILES	NTR1 ag	NTR1 ag cell count 20 µM	KOR beta-arrestin-1	NOD2 inhibition	GPR55 beta-arrestin	NOD1 NF-kB reporter	KOR beta-arrestin-2	TNAP activation fold	ER stress rescue	Yfh1-depleted yeast
CCOC(=O)c1cnc(SC)nc1Sc1ccccc1	4.0	46	-1.8%	25.3%	0.3%	8.5%	-5.6%	1	0.8%	i
C=C(C)COc1ccc(-c2[nH]ncc2Oc2ccccc2OC)c(O)c1	15.0	40	-7.4%	-0.7%	0.1%	2.5%	5.6%	1	-2.4%	i
O=C(CSc1n[nH]c(-c2ccccc2)n1)NC1CCCCC1	0.3	63	11.8%	11.0%	0.2%	-12.5%	-4.5%	·	·	·
Cc1ccc(NC(=O)c2c(-c3c(F)cccc3Cl)noc2C)cc1F	16.6	91	-28.3%	-1.6%	-0.2%	2.1%	·	1.1	·	i
C=CCc1cccc2cc(C(=O)N3CCN(C(=O)c4ccccc4)CC3)c(=O)oc12	-0.1	59	14.8%	11.1%	-0.2%	-27.2%	-3.8%	·	·	·
O=C(c1ccc(Cl)c(Cl)c1)N1CCN(c2ccccn2)CC1	-0.5	62	-6.4%	-2.8%	0.3%	28.3%	2.5%	·	·	·

Main list, from the start:
SMILES	NTR1 ag	NTR1 ag cell count 20 µM	KOR beta-arrestin-1	NOD2 inhibition	GPR55 beta-arrestin	NOD1 NF-kB reporter	KOR beta-arrestin-2	TNAP activation fold	ER stress rescue	Yfh1-depleted yeast
CCOC(=O)c1cnc(SC)nc1Sc1ccccc1	4.0	46	-1.8%	25.3%	0.3%	8.5%	-5.6%	1	0.8%	i
C=C(C)COc1ccc(-c2[nH]ncc2Oc2ccccc2OC)c(O)c1	15.0	40	-7.4%	-0.7%	0.1%	2.5%	5.6%	1	-2.4%	i
O=C(CSc1n[nH]c(-c2ccccc2)n1)NC1CCCCC1	0.3	63	11.8%	11.0%	0.2%	-12.5%	-4.5%	·	·	·
Cc1ccc(NC(=O)c2c(-c3c(F)cccc3Cl)noc2C)cc1F	16.6	91	-28.3%	-1.6%	-0.2%	2.1%	·	1.1	·	i
C=CCc1cccc2cc(C(=O)N3CCN(C(=O)c4ccccc4)CC3)c(=O)oc12	-0.1	59	14.8%	11.1%	-0.2%	-27.2%	-3.8%	·	·	·
O=C(c1ccc(Cl)c(Cl)c1)N1CCN(c2ccccn2)CC1	-0.5	62	-6.4%	-2.8%	0.3%	28.3%	2.5%	·	·	·
COc1ccc2[nH]c(=O)c(CN(Cc3cccnc3)S(=O)(=O)c3ccccc3F)cc2c1	2.2	48	-61.6%	·	0.7%	·	-2.1%	·	·	·
CCc1nnc(NC(=O)CSc2nnc3c4ccccc4n(C)c3n2)s1	0.1	51	-49.8%	0.3%	0.1%	-4.5%	-10.7%	1	1.6%	i
O=C(NCCCn1ccnc1)c1ccc(Cl)c(Cl)c1	0.8	65	26.8%	12.5%	0.3%	3.9%	-0.3%	·	·	·
CC(=O)NC1(C(=O)O)CCCC1	-1.1	63	7.5%	13.1%	-0.6%	-2.6%	4.7%	·	·	i
CCOC(=O)N/N=C(/C)c1cccc(-n2cnnn2)c1	-1.0	44	-43.0%	8.2%	0.0%	-29.8%	2.8%	1.1	·	i
CC(=O)Nc1ccc(C(=O)N(C)C(C(=O)Nc2ccccc2)c2ccccn2)cc1 (configuration not stated)	-0.6	68	-9.1%	10.9%	-0.4%	0.5%	-1.9%	1.1	-3.3%	i
O=C(c1ccccc1)N1CCN(Cc2cccc(Oc3ccccc3)c2)CC1	3.6	95	9.8%	-3.7%	-0.3%	-17.5%	8.4%	1	-3.2%	i
O=C(NCc1cccnc1)c1cccn1-c1ncc(C(F)(F)F)cc1Cl	-0.2	41	4.1%	-6.2%	-0.3%	-22.0%	-4.0%	1.1	-0.3%	i
Cc1nn(CC(=O)Nc2ccccn2)c(=O)c2ccccc12	1.5	70	-17.8%	3.8%	-0.1%	-12.8%	2.7%	1.1	-0.8%	i
CCOC(=O)C1=C(C(F)(F)F)Nc2ncnn2C1c1ccc(OC)cc1OC (configuration not stated)	3.5	57	8.4%	19.2%	0.4%	-28.6%	6.0%	1.1	-0.7%	i
COc1cccc(NC(=O)[C@H](NC(=O)[C@@H]2Cc3ccccc3CN2)c2ccccc2)c1	0.4	73	8.1%	1.5%	-0.1%	-12.3%	-0.6%	·	·	·
O=C(NC(=S)NCCO)c1sc2ccccc2c1Cl	5.6	61	-22.1%	-76.6%	-0.2%	-51.4%	-3.8%	1.1	-1.0%	i
S=C(NCC1CCCO1)N1CCc2ccccc2C1 (configuration not stated)	1.6	70	-2.4%	4.9%	0.6%	-24.3%	0.8%	·	·	·
O=C(NC1CCCCC1)C1CCCN1C(=O)NCc1ccccc1 (configuration not stated)	-1.4	60	19.9%	8.3%	-0.1%	-11.3%	0.7%	1	·	i
CC(C)(C)c1ccc(C(=O)c2c[nH]c(C(=O)NCCCN3CCOCC3)c2)cc1	2.3	87	10.2%	9.8%	-0.3%	-19.7%	2.7%	1	0.4%	i
Brc1cccc(CN2CCCCCCC2)c1	0.4	45	15.6%	4.1%	-0.1%	10.1%	-6.7%	1.2	-4.9%	i
Cc1c(NS(=O)(=O)c2cc(C(=O)O)ccc2Cl)c(=O)n(-c2ccccc2)n1C	-0.6	59	-21.7%	-5.7%	0.0%	-25.4%	0.7%	·	·	·
Cn1nc(C(C)(C)C)cc1C(=O)Sc1cccc(Br)c1	3.9	38	0.5%	1.0%	1.0%	-4.0%	2.9%	·	·	i
O=[N+]([O-])c1ccc(OCCO)c(P(=O)(c2ccccc2)c2ccccc2)c1	0.1	45	-14.6%	4.6%	0.2%	3.7%	1.5%	·	·	i
CN1CCN(Cc2cc(COCc3ccccc3)c3cccnc3c2O)CC1	10.9	76	-33.0%	-21.4%	-0.1%	-2.4%	0.4%	1.1	-2.6%	i
C=CCN1c2ccccc2[C@]23C[C@@H](C(=O)OC)N(C(=O)c4ccc(Br)cc4)C2=NC(C(=O)OC)=C(C(=O)OC)[C@H]13	-1.3	61	-14.8%	23.1%	-0.1%	-3.2%	-1.4%	·	·	i
Cc1c(C#N)c2ncnc(N)c2n1-c1ccccc1	-1.3	56	-14.7%	15.7%	-0.3%	26.7%	0.2%	1	-0.6%	i
Cc1ccc(-n2nc3c(N4CCC(C(=O)N5CCC(C(N)=O)CC5)CC4)nnc(C)c3c2C)cc1	-3.4	56	-20.1%	5.2%	0.2%	-22.7%	6.1%	·	·	·
Cc1noc(C)c1COC(=O)CCCc1c[nH]c2ccccc12	-1.2	72	-32.9%	26.2%	-0.1%	10.4%	5.4%	1	1.7%	·
O=C(CSc1nnc(Cc2cccs2)n1-c1ccccc1)NC1CCCCC1	2.6	90	30.7%	3.6%	-0.2%	-19.1%	13.6%	1	4.2%	i
N#C/C(=C\c1ccc(-c2cccc([N+](=O)[O-])c2)o1)C(=O)Nc1nc(-c2cccs2)cs1	1.1	51	-25.8%	45.8%	0.0%	2.7%	3.2%	·	·	i
COc1ccc(NC(=O)c2cc(Br)ccc2Cl)c(OC)c1	-0.2	61	-24.1%	9.3%	-0.8%	-11.2%	6.0%	1.1	-0.8%	i
COc1ccc(CNC(=O)CSc2nnc(C)s2)cc1	-0.5	71	-22.2%	-5.5%	-0.2%	-15.2%	-0.4%	1.2	-1.5%	i
O=C(Nc1cccnc1)C1CCCN(S(=O)(=O)c2ccccc2)C1 (configuration not stated)	-0.3	46	4.0%	18.2%	-0.1%	-3.1%	-4.9%	1.1	-1.1%	i
CCCCn1nc(NC(=O)CC)c2cc3cc(OC)ccc3nc21	0.2	105	-7.9%	3.5%	-0.1%	-12.7%	-6.6%	·	·	·
Nc1c(Br)c(=O)[nH]c(=O)n1-c1ccc(F)cc1	1.4	85	-34.5%	-16.2%	-0.1%	7.4%	-0.1%	·	·	·
CN1CC(c2ccccc2)C(c2ccc(Cl)cc2)=N1 (configuration not stated)	5.7	56	-28.2%	9.7%	-0.3%	-13.2%	16.8%	1	0.1%	i
O=C(N=C1N=C2C=CC=CN2Cc2ccccc21)c1ccc(S(=O)(=O)N2CCCC2)cc1	-0.4	58	-31.2%	-53.8%	0.0%	7.6%	5.4%	·	·	i
CN(CCNC(=O)C1(O)c2ccccc2NC(=O)N1c1ccccc1)Cc1ccccc1 (configuration not stated)	0.1	84	-12.0%	-2.8%	-0.1%	-20.0%	-3.7%	1.1	-2.5%	i
CS(=O)(=O)N(CC(=O)N1CCc2ccccc2C1)c1ccc(Cl)cc1F	·	·	17.1%	5.0%	0.0%	1.1%	-1.8%	·	·	·
CCC(CC)c1nnc(NC(=O)CCCN2C(=O)c3ccccc3C2=O)s1	0.4	57	-1.7%	7.8%	0.0%	-13.6%	-1.5%	1	7.7%	i
COCCNCCOc1ccc(C)cc1[N+](=O)[O-]	-1.4	83	-7.1%	-1.0%	-0.2%	16.0%	10.6%	1	-2.1%	i
CC1CN(C(=O)COC(=O)[C@@H]2CC(O)CN2S(=O)(=O)c2ccc3c(c2)OCCO3)CC(C)O1 (some centres not stated)	2.5	56	6.4%	12.5%	0.1%	-21.3%	-3.0%	1	2.3%	i
CCN(CC)S(=O)(=O)c1c(OC)cc(C)c(Cl)c1C	-0.2	44	-1.8%	10.4%	0.2%	-6.5%	·	1	-1.6%	i
CC1(C)CC(N=Cc2c(O)n(Cc3ccc4c(c3)OCO4)c(=O)c3ccccc23)CC(C)(C)N1	16.2	42	9.9%	2.9%	0.0%	-10.7%	-2.8%	1	-3.3%	i
Cc1noc(C)c1S(=O)(=O)Nc1ccccc1OC(F)(F)F	1.2	77	-4.8%	7.2%	0.2%	-12.5%	1.5%	·	·	i
O=C(COC(=O)c1ccc2[nH]c3c(c2c1)CCCC3)Nc1ccccc1	7.8	88	-8.8%	26.0%	0.2%	18.2%	-4.6%	1	-1.9%	i
CC1CCCC(C)N1C(=O)CSc1nnc(COc2ccccc2)n1-c1ccccc1 (configuration not stated)	-0.5	48	6.4%	20.0%	0.0%	4.6%	-8.6%	1.1	0.0%	i
CC(=O)c1ccc(N2CCN(C(=O)c3nn(Cc4ccccc4)c(=O)c4ccccc34)CC2)cc1	0.8	65	-21.7%	-0.7%	-0.5%	6.8%	1.9%	1.1	-9.8%	i
Cc1ccc(C)c(N(C(=O)CNC(=O)c2ccco2)C(C(=O)NC2CCCCC2)c2ccncc2)c1 (configuration not stated)	-1.9	44	-9.6%	-35.4%	0.1%	-31.8%	-0.7%	·	·	·
Cc1ccc(OCC(=O)Nn2cnc3ccccc32)cc1	-0.9	89	14.1%	12.7%	0.0%	2.6%	-2.3%	1.1	-0.2%	i
Cc1ccccc1N1C(=O)C(Oc2ccc(Cl)cc2)C1CNC(C)(C)C (configuration not stated)	1.1	56	0.7%	-5.1%	0.3%	-51.8%	3.6%	1.1	-3.4%	i

Some of the compounds tested (hit frequency here may not be typical).
